Compound activity: PubChem, several laboratories
Dynein cargo inh = blocks dynein driven cargo transport along microtubules; 3617.4 mouse cells, GR-EGFP nuclear translocation imaging; test concentration mostly 20 µM; stimulated with dexamethasone, 1 µM; stronger effect = lower value; z-score, hits read low; 220,000 compounds, 0.47% hits; AID 1381;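 active = plate z-score of nuclear minus cytoplasmic receptor signal below a set negative limit, without overly bright fluorescence or cell loss, cut at about -3.5 in these data, passing the limit was not always enough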;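 also: z-score of nuclear minus cytoplasmic ring GR-EGFP intensity difference per well; some compounds called inactive have numbers as strong as hits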
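Buffer or medium: Induction medium lacking tetracycline, stripped serum | Also added: Dexamethasone agonist, 1.0 µM final, for 30 min | Timing: 48 h induction, 1 h compound, 30 min dex at 37 °C | Detection: Formaldehyde fixation, Hoechst nuclear stain, 10x automated fluorescence imaging | Measure: Nuclear versus cytoplasmic GR-EGFP signal, averaged per well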
Myeloid diff 2 = compounds promoting myeloid differentiation; 360,000 compounds, 1% hits; ER-HoxA9 myeloid progenitors, lysozyme-GFP differentiation, flow cytometry; calls only at 10 µM;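 active = normalized GFP-positive differentiation at or above the plate's own cutoff, the solvent-only control mean plus 3 SD; inconclusive = no clear call, values can overlap the other calls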;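 also: cells exposed to compound for four days before flow analysis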
T cell modulator = modulates CD8 T cell binding to vesicles; 2C CD8+ T cell-vesicle binding, flow cytometry; stronger effect = lower value; calls only at 7 µM; 330,000 compounds, 0.068% hits; AID 2052;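 active = response, share of CD8 T cells binding vesicles, and their 90th percentile fluorescence all below set limits, cut at about 80% in these data, passing the limit was not always enough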
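Read-out – percent CD8+ FL2 mean versus row control · System – murine 2C transgenic CD8+ T lymphocytes · Times – 1.5 h cell–vesicle binding at 37 °C, then 20 min icy labelling · Control set – naked vesicles low, QL9 vesicles with vehicle high · Detection – cytometric PE anti-B7-1 and Alexa647 anti-CD8 signals after 1% paraformaldehyde fixation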
PMI inhibitors = MPI enzyme activity inhibition – biochemical, fluorescence intensity, coupled assay, primary screen (AID 1209); 190,000 compounds, 0.42% hits; inhibition, % at 20 µM, or IC50 in µM where a hit was titrated; purified PMI enzyme, coupled fluorescence intensity; higher % means a stronger effect; in the data active = inhibition above about 50%;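 also: plate controls were DMSO vehicle for no effect and wells lacking substrate for full effect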
Ins promoter up = MIN6 insulin promoter up-regulation | MIN6 insulin promoter-GFP reporter, high-content imaging; stronger effect = higher value | 190,000 compounds, 0.3% hits | z-score at 5 µM | AID 1625;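 active = z-score above 3 at 5 µM with at least 500 cells counted in the well; inconclusive = wells under 500 cells, flagged as cytotoxic or low count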
Hep lipid drop = hepatic lipid droplet formation modulation. AML12 mouse hepatocytes, oleate lipid droplets, BODIPY imaging. inhibition, % at 6.5 µM. 240,000 compounds, 0.4% hits;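 active = lipid droplet intensity inhibited by at least 50%, with more than 500 cells counted; inconclusive = wells with under 300 cells, treated as cytotoxic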
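Test system: AML12 mouse liver cells; schedule: overnight exposure; technique: high-content imaging of BODIPY-stained droplets and DAPI nuclei; read-out: % inhibition of corrected integrated BODIPY droplet signal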
bCat nuc transl = modulators of beta-catenin nuclear translocation | HeLa beta-catenin nuclear translocation, immunofluorescence imaging | nuclear translocation activity, % at 5 µM | 190,000 compounds, 0.3% hits;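 active = nuclear translocation activity above 50% at 5 µM, with a well cell count of 50 or more; inconclusive = wells under 50 cells across six images, flagged as toxic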;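 also: per-cell ratio of nuclear to cytoplasmic median beta-catenin stain intensity; plate controls were DMSO negative control for no effect and GSK-3 inhibitor IX positive control for full effect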
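Technique: fluorescence imaging of beta-catenin antibody stain plus DAPI / Material: human HeLa cell line / Incubation: compound treatment 24 h, 37°C, 5% CO2 / Read-out basis: % activation of per-cell nuclear versus cytoplasmic median beta-catenin signal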
MT stabilizer = microtubule stabilizers in HeLa cells; AID 2205; 200,000 compounds, 0.83% hits; % tubulin-high responders, % at 10 µM; HeLa tubulin immunostaining HCS, 24 h; share of cells brighter than vehicle mean+2SD;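 active = plate Z-score above 3 for both tubulin-high and condensed-nucleus cell shares, with cell loss under 80%, at 10 µM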;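 also: anti alpha tubulin signal scored within the nucleus-defined area of each cell; some results filed as inactive read as strong as hits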
TNAP activators = stimulation of alkaline phosphatase TNAP activity – biochemical, luminescent, no phosphate acceptor, uHTS, primary screen (AID 1001). purified TNAP, luminescent activation assay, no phosphate acceptor; higher activation fold means a stronger effect. activation fold at 20 µM; hits with a dose series show EC50 in µM. 200,000 compounds, 0.03% hits; in the data active = activation fold from about 3, or a potency from the dose series; inactive = the rest, 99 in 100 with activation fold below about 1.6; also: many of its hits are not listed in these tables
Dynein cargo inh cytoplasmic EGFP = recorded beside Dynein cargo inh, whose call it bears; z-score; measured here: cytoplasmic GR-EGFP intensity; stronger effect = higher value
Dynein cargo inh nuclear GR-EGFP = further read-out of Dynein cargo inh, marked with its call; z-score; measured here: nuclear GR-EGFP intensity;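 lower value marks the stronger effect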
Dynein cargo inh cell count = also measured in Dynein cargo inh; calls as there; z-score; measured here: cell count per field
Ins promoter up cell count = further read-out of Ins promoter up, marked with its call; cell count; measured here: cytotoxicity, nuclei count;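 total cells summed across four imaged fields per well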
Hep lipid drop cells 6.5 µM = second read-out of Hep lipid drop, no call of its own (marks repeat the call); cell count; measured here: cell count, cytotoxicity flag;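 cells counted across two imaged fields per well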
bCat nuc transl cell count 5 µM = recorded beside bCat nuc transl, whose call it bears; cell count; measured here: cell count, cytotoxicity flag
T cell modulator vesicle-bound % = also measured in T cell modulator; calls as there; double positive events, %; measured here: CD8+ vesicle-bound cell fraction;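 binding gate set so that unloaded-vesicle control wells show 10% double positive cells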
MT stabilizer Hoechst-high % = further read-out of MT stabilizer, marked with its call; % Hoechst-high responders; measured here: nuclear condensation Hoechst responders;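 share of cells brighter than vehicle mean plus two SD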
MT stabilizer cytotoxicity % = recorded beside MT stabilizer, whose call it bears; toxicity, %; measured here: cytotoxicity by cell density;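 0% = mean cell density of plate MIN control wells and 100% = no cells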
Myeloid diff 2 GFP+ MAC1+ % = second read-out of Myeloid diff 2, no call of its own (marks repeat the call); GFP+ MAC1+ double positive, %; measured here: differentiation confirmed by MAC1 staining
Starred values were filed as active, the others as inactive; i = inactive; ? = inconclusive; . = no result given.

SMILES	Dynein cargo inh	Dynein cargo inh cytoplasmic EGFP	Dynein cargo inh nuclear GR-EGFP	Dynein cargo inh cell count	Myeloid diff 2	Myeloid diff 2 GFP+ MAC1+ %	T cell modulator	T cell modulator vesicle-bound %	PMI inhibitors	Ins promoter up	Ins promoter up cell count	Hep lipid drop	Hep lipid drop cells 6.5 µM	bCat nuc transl	bCat nuc transl cell count 5 µM	MT stabilizer	MT stabilizer Hoechst-high %	MT stabilizer cytotoxicity %	TNAP activators
Cc1cc(-n2nc(C)cc2C)n2nc(C)c(-c3ccc(Cl)cc3)c2n1	-0.16	-0.22	-0.26	0.35	i	1.3	i	25	-4%	0.25	891	-2	759	-0.3	1193	3.0	2.0	3.3	1
COC(=O)c1cc(NC(=O)c2nn(C)c(=O)c3ccccc23)cc(C(=O)OC)c1	1.9	-0.3	1.3	-1.3	i	0.2	i	37	1%	-1.6	1470	14	750	0.6	1084	3.6	2.6	7.2	1.1
OCCNc1nc(-c2ccccc2)c2cc(Cl)ccc2n1	-0.36	-0.23	-0.28	0.78	i	0.8	i	54	-4%	.	.	-1	682	0.9	1435	3.9	3.3	5.6	1.1
Cc1ccc(-c2nn3c(-c4cccc(Cl)c4)nnc3s2)cc1	.	.	.	.	.	.	.	.	0%	-0.13	1170	16	734	6.4	1158	.	.	.	1.1
C/C(=C/C(=O)Nc1cccc(F)c1)N1CCCC1	-0.73	-0.24	-0.22	0.43	i	0.4	i	58	0%	.	.	-24	753	-3.8	1094	1.2	1.7	3.9	1
CCc1noc(C)c1C(=O)Nc1ncc(C)s1	-0.25	-0.2	-0.42	1.1	i	6.9	i	37	0%	0.2	1044	6	646	1.6	878	2.9	1.5	3.5	1
COc1ccc(CNC(=O)CCc2c(C)nc3ncnn3c2C)cc1	0.62	-0.25	-0.065	0.39	i	1.1	i	23	1%	1.6	1322	.	.	-3.1	808	5.5	3.0	8.9	1.1
COc1ccc(-c2[nH]c(-c3ccc(SC)cc3)nc2SCC(=O)Nc2nccs2)cc1	3.7	-0.17	1.7	-2	i	0.7	i	45	7%	0.36	1245	-24	690	-3.0	590	5.5	4.7	10	0.9
O=C(/C=C/c1ccccc1)Nc1cccnc1Oc1ccccc1F	-0.21	-0.27	-0.23	0.42	i	0.5	i	32	.	-1	968	-11	763	-0.2	1304	.	.	.	.
Cc1cc(C)c(S(=O)(=O)N2CCCCCC2)cc1Br	-0.49	-0.24	-0.0014	0.24	i	0.4	i	42	13%	0.53	1588	-14	682	-0.5	1017	1.4	1.4	4.2	1.1
CCCc1cc(=O)[nH]c(/N=C(\N)Nc2ccccc2)n1	0.18	-0.24	0.17	-0.33	i	0.3	i	42	-1%	-1.3	1012	0	784	-1.8	1041	2.5	2.3	7.1	1.1
O=C(CN1C(=O)c2ccccc2C1=O)Nc1sc2c(c1C(=O)NCc1ccco1)CCCC2	2.3	0.26	1.9	-2.1	i	0.5	i	30	11%	0.54	1448	.	.	1.3	1367	2.7	2.0	6.0	1
Cc1ccc(C(=O)OCC(=O)Nc2cccc(S(=O)(=O)NC3=NCCCCC3)c2)c(C)c1	1.9	-0.2	0.78	-1.3	i	0.8	i	46	4%	0.06	1265	-1	677	1.0	1097	3.2	1.4	0.2	1.1
O=C(CSc1nnc(CNC(=O)c2ccco2)o1)c1ccc(Cl)cc1	-0.73	-0.19	-0.33	0.61	i	0.2	i	61	-11%	0.22	1489	.	.	-0.4	1436	3.1	1.6	4.8	1
O=C(Nc1nnc(-c2ccc(Cl)s2)o1)C1CCCCC1	0.58	-0.2	0.55	-0.55	i	2.2	i	38	.	.	.	.	.	.	.	7.6	1.4	0.3	.
CC(=O)Nc1cnc(NC(=O)c2cccc(F)c2)cc1C	0.23	0.24	0.41	0.34	i	1.2	i	49	-8%	.	.	-8	770	-2.7	572	3.8	1.8	9.4	1
COc1cc(NC(=O)C2CCN(S(=O)(=O)c3cccnc3)CC2)cc(OC)c1OC	-0.54	-0.14	-0.32	0.38	i	0.7	i	37	22%	0.11	1262	4	753	-2.4	1194	2.2	2.0	8.8	1.1
COc1ccc(/C=N/N=C/c2c[nH]c(=O)c(C#N)c2Nc2ccccc2)cc1	1.6	-0.061	0.81	-1.2	i	0.5	i	45	-9%	0.67	1245	4	736	1.6	583	1.9	2.2	7.6	1.1
Cc1ccc(-c2ccc(=O)n(CCC(=O)NCc3ccccn3)n2)cc1	-0.75	-0.26	-0.12	-0.071	i	1.0	i	22	6%	-0.67	1525	11	695	.	.	1.9	1.7	7.9	1.1
CN(c1ccccc1)S(=O)(=O)c1ccc(Cl)c(C(=O)OCC(N)=O)c1	-0.97	-0.38	-0.86	1.3	i	0.5	i	52	-3%	.	.	3	654	-3.4	1011	1.8	3.1	3.7	1
O=C(CCCc1ccccc1)Nc1cccc2c1CCCC2	-0.94	-0.25	-0.43	0.61	i	1.1	i	45	-1%	0.82	634	-17	723	1.1	1054	1.1	2.1	13	1
Cc1ccc2nc(CSc3nc(C)ccc3C#N)[nH]c2c1	0.94	-0.071	1	1.2	i	2.4	i	12	-43%	-0.56	943	1	768	-7.4	1284	3.0	1.5	9.4	1.2
COc1cccc(C2CC(c3c(F)cccc3Cl)n3nc(N)nc3N2)c1 (stereo not drawn)	-0.51	-0.27	-0.37	0.66	i	0.7	i	31	-3%	-0.34	1277	11	729	2.1	569	3.2	2.6	4.7	1.1
CC(Oc1ccc(Cl)cc1)c1ccn[nH]1 (stereo not drawn)	-0.58	-0.25	-0.18	0.4	i	0.5	i	54	5%	0.22	1453	0	679	-0.1	1496	1.7	1.5	2.2	1.2
COc1ccc(C(=O)Nn2c(SCC(=O)c3ccc(Cl)cc3)nc3ccccc3c2=O)cc1	-1.2	-0.2	-1.1	0.26	i	0.9	i	26	6%	-0.42	1348	.	.	4.8	1429	2.9	1.6	3.2	1.1
Cc1cc([N+](=O)[O-])ccc1NC(=O)CSc1nccc(=O)[nH]1	0.0067	0.021	0.22	-0.08	i	0.9	i	57	-7%	-0.63	1515	-5	697	1.4	897	2.6	2.2	4.2	1.1
O=C(Nc1cccc(F)c1)c1ccc(Br)o1	0.28	-0.28	0.53	0.15	i	2.0	i	17	-19%	0.83	845	21	751	.	.	2.9	3.2	12	1.1
CCCCCCCCS(=O)c1sc2nc3c(cc2c1N)CCCC3 (stereo not drawn)	-0.66	-0.24	-0.54	0.38	i	1.0	i	20	.	.	.	.	.	.	.	2.4	0.9	35	.
CC(C)(C)C1CCC(=NNC(=O)c2ccc(Br)o2)CC1 (stereo not drawn)	-0.53	-0.26	-0.66	0.76	i	0.3	i	6	3%	1.5	803	?	.	.	.	6.8	1.6	5.2	1
Cc1cccc(N2CCN(C(=O)CSCc3c(C)noc3C)CC2)c1C	-0.3	-0.19	-0.25	0.3	i	0.9	i	50	11%	?	.	.	.	2.6	1436	1.2	1.1	7.0	1.1
COc1ccc(-c2nc(CS(=O)CC(=O)NCc3cccnc3)c(C)o2)cc1OC (stereo not drawn)	0.13	-0.27	0.29	0.48	i	1.2	i	26	12%	2.6	742	.	.	.	.	2.1	4.4	11	1.1
COc1ccc(C)c2sc(=NC(=O)C(C)C)n(C)c12	-0.97	-0.26	-0.38	1.3	i	1.6	i	41	4%	-0.74	931	.	.	.	.	5.6	2.5	5.2	1.1
CC(=O)Nc1ccc(NC(=O)C(C)n2nc(C)c([N+](=O)[O-])c2C)cc1 (stereo not drawn)	-0.76	-0.31	-0.39	0.76	i	0.5	i	31	10%	0.26	1573	1	708	6.2	880	3.0	2.4	2.0	1
CCN(c1ccc(OCC(=O)OCC(=O)Nc2ccc(F)c(F)c2F)cc1)S(=O)(=O)c1ccccc1	-0.38	-0.18	-0.088	1.3	i	0.3	i	39	12%	0.71	1345	18	687	.	.	3.5	1.4	4.2	1.1
Cn1c(=O)cc(OCC(=O)NCCCN2CCN(Cc3ccccc3)CC2)c2ccccc21	0.12	-0.26	0.19	0.26	i	0.7	i	27	13%	0.51	1665	-1	392	-0.5	1073	7.8	1.8	6.3	1
Cc1ccn2c(/C=N/OCc3ccc(F)cc3)c(-c3ccc(Cl)cc3)nc2c1	0.28	-0.15	-0.037	0.18	i	0.5	i	40	-1%	-0.51	1283	.	.	1.3	1361	2.5	1.3	2.4	1
